High-throughput results as filed in PubChem BioAssay.
AID inh: inhibitors of human activation induced cytidine deaminase; AID 1347428; AID deamination FRET fluorescence, UDG-coupled, 4 h; Q9GZX7; 91,000 tested, 0.32% active; Potency, µM (doses to about 115 µM), for inactives: top-dose activity change, negative = inhibition, hits mostly inhibitors; note: nearly all actives have a fitted effect of over 25% in size
Target sequence (Q9GZX7 whole entry, looked up): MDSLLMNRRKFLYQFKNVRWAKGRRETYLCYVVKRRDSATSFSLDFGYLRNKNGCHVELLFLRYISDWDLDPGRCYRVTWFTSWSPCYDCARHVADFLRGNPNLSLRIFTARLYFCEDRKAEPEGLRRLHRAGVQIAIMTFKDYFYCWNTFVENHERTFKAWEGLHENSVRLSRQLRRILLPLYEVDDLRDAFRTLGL
UDG counterscr: blocks uracil-DNA glycosylase in AID counter-screen; FRET deamination/UDG coupled assay, UDG read, 4 h; AID 1347430; 91,000 tested, 0.14% active; Potency, µM (doses to about 115 µM), for inactives: at the top dose activity change, negative = inhibition, actives largely listed as inhibitors; note: nearly all actives have a fitted effect of over 65% in size
* = called active by the depositor; ? = inconclusive; [ ] = another dose, or the depositor's remark. Calls come from the whole dose curve; as a rule, active = well fitted curve in the direction sought with a large enough effect; inconclusive = small, poorly fitted or top-dose-only effect, or another doubt; inactive = no such curve, though single readings can be large; an effect the other way counts as inactive or inconclusive. % is set by controls: 0 for no effect and ±100 for the full control effect; potency is the fitted concentration of half-maximal effect.

SMILES | AID inh | UDG counterscr
COc1ccc(NC(=O)c2sc3nc4n(c(=O)c3c2C)CCC4)c(OC)c1 | -10% | 5%
CCN(CCCNC(=O)Cn1ncc2c3ccccc3n(C)c2c1=O)c1cccc(C)c1 | 14% | -17%[57.5 µM]
Cc1oc(-c2ccccc2F)nc1CSCC(=O)N1CCN(c2ccccc2)CC1 | -28% | -11%
C=CCOC(=O)/C(C#N)=C\c1cc2ccccc2nc1N1CCOCC1 | 1% | 7%
COc1ccc(C)cc1NC(=O)Cn1cc(S(=O)(=O)N2CCC(C)CC2)c2ccccc2c1=O | ? | -16%
Cc1cc(=O)n2nc(N3CCC(C(=O)Nc4c(C)cccc4C)CC3)sc2n1 | 7% | 9%
O=C(CSc1ccccc1Cl)N1CCNC1=O | 0% | 1%
O=C(CCCc1nc2ccccc2o1)NCc1ccccc1Cl | -2% | -9%
CCC(Sc1nc2nccnc2c(=O)n1Cc1ccc(OC)cc1)C(=O)NCc1ccc(C)cc1 (stereo not drawn) | -1% | 7%
CCOC(=O)c1c(C)[nH]c(C)c1S(=O)(=O)N1CCC(C(=O)N2CCN(c3ccc(F)cc3)CC2)CC1 | -8% | 27%
CC(C)C(=O)Nc1cccc(NC2=NS(=O)(=O)c3ccccc32)c1 | 9% | -1%
Nc1cc(=O)nc(SCC(=O)Nc2cccc(Cl)c2)n1CCc1ccccc1 | -8% | 1%
COCc1nc2ccccc2n1Cc1ccc(C(C)(C)C)cc1 | -25% | -15%
CCOc1ccc(-c2nc(C#N)c(N3CCN(C(=O)c4cccs4)CC3)o2)cc1 | -3% | 19%
COc1ccc(Cl)cc1NC(=O)c1c(NCc2cccs2)sc2c1CCC(C)C2 (stereo not drawn) | 77%[activator] | 16%
CC1(C)Cc2c(c(N3CCOCC3)nc3sc(C(=O)Nc4ccc(Cl)cc4)c(N)c23)CO1 | 3% | -1%
Cc1nc(N2CCCC2)c2c(C(=O)Nc3cccc(C)c3C)c(C)oc2n1 | 2% | 2%
CCOC(=O)c1ccccc1NC(=O)c1sc2nc(-c3ccc(F)cc3)cn2c1C | -3% | -3%
Cc1ccc(NC(=O)c2nc3ccccc3nc2N2CCCC2)cc1 | -7% | -4%
O=c1c(Cl)c(N2CCN(Cc3ccccc3)CC2)cnn1Cc1ccc(Cl)cc1 | ? | -8%
Cc1cccc(Cc2c(C)nc3nc(SCC(=O)NCc4ccc(F)cc4)nn3c2C)c1 | ? | -16%
O=C(CCS(=O)(=O)c1ccc2c(c1)NC(=O)CO2)NCCc1ccc(Cl)cc1 | -3% | 1%
CCc1cccc(NC(=O)c2cnc(N3CCOCC3)c3ccccc23)c1 | -8% | ?
CCCOc1c(Cl)cc(C2C3=C(CCCC3=O)OC3=C2C(=O)CCC3)cc1OCC | ? | ?
CN(C)C(=O)c1ccccc1NS(=O)(=O)c1ccc(F)cc1 | 5% | 0%
CCc1ccc(C(=O)COC(=O)C(NC(=O)c2ccc(CC)cc2)C(C)C)cc1 (stereo not drawn) | 11% | -9%
CN(C)CCN1CCC(CN)CC1 | 13% | -4%
CCOc1ccc(C(=O)Nc2cccc(C(=O)OCc3cc(=O)n4nc(C5CC5)sc4n3)c2)cc1 | ? | -9%
N#Cc1cccc(NC(=O)C2CCN(c3nc(-c4ccc(Cl)cc4)no3)CC2)c1 | -5% | -1%
O=C(COc1ccc(S(=O)(=O)N2CCCCC2)cc1)Nc1ccccc1Sc1ccccc1 | -10% | -15%
CC(C)c1ccccc1NC(=S)NCCc1ccc(Cl)cc1Cl | -20% | -9%
CCCCn1cc(S(=O)(=O)c2cc(C)ccc2C)c(=O)c2cc(F)c(F)cc21 | -21% | -5%
CCCN(CCC)CCNC(=O)c1cc(Sc2ccc(Cl)cc2)nc2ccccc12 | 4% | -8%
Cc1ccc(-n2c(=O)c3c4c(sc3n(Cc3cccc(Cl)c3)c2=O)CCC4)cc1C | -1% | -3%
O=Cc1c[nH]c2cc(F)ccc12 | -1% | 2%
CCOc1ccc(NC(=O)CSc2oc(-c3cccs3)nc2S(=O)(=O)c2ccc(Cl)cc2)cc1 | 48%[activator] | 1%
CCOC(=O)c1cc(OC(=O)c2ccccc2OC)n(-c2ccccc2)n1 | -2% | 1%
Cc1cc(C)cc(-n2c(SCC(=O)NCc3ccc(F)cc3)nc3c([nH]c4ccccc43)c2=O)c1 | 20% | 3%
CCCCNc1oc(-c2ccc(COc3ccc(OC)cc3)o2)nc1C#N | -7% | 1%
COc1ccc(CCNC(=O)c2oc(=O)c3ccccc3c2-c2ccccc2)cc1OC | ? | -1%
CCOc1ccccc1NC(=O)c1cc2c(=O)[nH]c3ccccc3c2s1 | -6% | 8%
CCN(C(=O)CN1C(=O)COc2ccc(S(=O)(=O)N3CCOCC3)cc21)c1cccc(C)c1 | -1% | 1%[57.5 µM]
CC(=O)c1ccc(NC(=O)C2CCCN(S(=O)(=O)c3ccc(Br)s3)C2)cc1 (stereo not drawn) | 13% | -9%[57.5 µM]
COc1ccc(Cl)cc1NC(=O)Cn1nnc2sc(-c3ccccc3)cc2c1=O | 54%[activator] | 30%
O=C(Nc1cccc(S(=O)(=O)N2CCOCC2)c1)c1sc2ccccc2c1Cl | 0% | -3%

No new results follow: 26 of the compounds above.
SMILES | AID inh | UDG counterscr
CCOC(=O)c1ccccc1NC(=O)c1sc2nc(-c3ccc(F)cc3)cn2c1C | -3% | -3%
Cc1ccc(NC(=O)c2nc3ccccc3nc2N2CCCC2)cc1 | -7% | -4%
O=c1c(Cl)c(N2CCN(Cc3ccccc3)CC2)cnn1Cc1ccc(Cl)cc1 | ? | -8%
Cc1cccc(Cc2c(C)nc3nc(SCC(=O)NCc4ccc(F)cc4)nn3c2C)c1 | ? | -16%
O=C(CCS(=O)(=O)c1ccc2c(c1)NC(=O)CO2)NCCc1ccc(Cl)cc1 | -3% | 1%
CCc1cccc(NC(=O)c2cnc(N3CCOCC3)c3ccccc23)c1 | -8% | ?
CCCOc1c(Cl)cc(C2C3=C(CCCC3=O)OC3=C2C(=O)CCC3)cc1OCC | ? | ?
CN(C)C(=O)c1ccccc1NS(=O)(=O)c1ccc(F)cc1 | 5% | 0%
CCc1ccc(C(=O)COC(=O)C(NC(=O)c2ccc(CC)cc2)C(C)C)cc1 (stereo not drawn) | 11% | -9%
CN(C)CCN1CCC(CN)CC1 | 13% | -4%
CCOc1ccc(C(=O)Nc2cccc(C(=O)OCc3cc(=O)n4nc(C5CC5)sc4n3)c2)cc1 | ? | -9%
N#Cc1cccc(NC(=O)C2CCN(c3nc(-c4ccc(Cl)cc4)no3)CC2)c1 | -5% | -1%
O=C(COc1ccc(S(=O)(=O)N2CCCCC2)cc1)Nc1ccccc1Sc1ccccc1 | -10% | -15%
CC(C)c1ccccc1NC(=S)NCCc1ccc(Cl)cc1Cl | -20% | -9%
CCCCn1cc(S(=O)(=O)c2cc(C)ccc2C)c(=O)c2cc(F)c(F)cc21 | -21% | -5%
CCCN(CCC)CCNC(=O)c1cc(Sc2ccc(Cl)cc2)nc2ccccc12 | 4% | -8%
Cc1ccc(-n2c(=O)c3c4c(sc3n(Cc3cccc(Cl)c3)c2=O)CCC4)cc1C | -1% | -3%
O=Cc1c[nH]c2cc(F)ccc12 | -1% | 2%
CCOc1ccc(NC(=O)CSc2oc(-c3cccs3)nc2S(=O)(=O)c2ccc(Cl)cc2)cc1 | 48%[activator] | 1%
CCOC(=O)c1cc(OC(=O)c2ccccc2OC)n(-c2ccccc2)n1 | -2% | 1%
Cc1cc(C)cc(-n2c(SCC(=O)NCc3ccc(F)cc3)nc3c([nH]c4ccccc43)c2=O)c1 | 20% | 3%
CCCCNc1oc(-c2ccc(COc3ccc(OC)cc3)o2)nc1C#N | -7% | 1%
COc1ccc(CCNC(=O)c2oc(=O)c3ccccc3c2-c2ccccc2)cc1OC | ? | -1%
CCOc1ccccc1NC(=O)c1cc2c(=O)[nH]c3ccccc3c2s1 | -6% | 8%
CCN(C(=O)CN1C(=O)COc2ccc(S(=O)(=O)N3CCOCC3)cc21)c1cccc(C)c1 | -1% | 1%[57.5 µM]
CC(=O)c1ccc(NC(=O)C2CCCN(S(=O)(=O)c3ccc(Br)s3)C2)cc1 (stereo not drawn) | 13% | -9%[57.5 µM]

(continued)
SMILES | AID inh | UDG counterscr
c1ccc(-c2nnc(NN=C3CCCC3)c3ccccc23)cc1 | -5% | 1%
CCN(C(=O)CSc1nc2ccccc2n1Cc1ccc(C(=O)OC)cc1)c1ccccc1 | -26% | -25%
Cc1ccc(-n2c(=O)c3c4c(sc3n(Cc3ccccc3F)c2=O)CCC4)cc1C | 8% | 9%
Cc1ccc2ncc(C(=O)NCc3ccccc3Cl)c(=O)n2c1 | ? | -8%
CCCn1c2ccccc2c2cnn(CC(=O)NCCCN3CCCCC3)c(=O)c21 | 6% | -5%[57.5 µM]
COCCn1c(=O)[nH]c2cc(C(=O)Nc3cccc(C(C)=O)c3)ccc2c1=O | 10% | -6%
CCCCNC(=O)COC(=O)Cc1nn(C)c(=O)c2ccccc12 | -18% | -9%
CCCCCCCOc1ccc(COC(=O)c2ccco2)cc1 | -14% | -1%
COc1ccc(C(=O)c2oc3ccccc3c2NC(=O)c2cc(=O)c3ccc(C)cc3o2)cc1Cl | -18% | -11%[57.5 µM]
Cc1ccccc1-c1nc(CS(=O)(=O)CC(=O)Nc2cccc(C(F)(F)F)c2)c(C)o1 | -2% | -6%
Cc1cccc(C(C)C)c1NC(=O)c1cccs1 | -5% | 3%
CCCCNC(=O)N1CCC(C(=O)O)CC1 | 0% | -3%
CCOC(=O)c1c(NC(=O)c2ccc(S(=O)(=O)N3CCCC(C)C3)cc2)sc2c1CC(C)(C)NC2(C)C (stereo not drawn) | 12% | 0%
COc1cc2oc(=O)c(CC(=O)N3CCCCC3)c(C)c2cc1Cl | 20% | ?
COc1ccc(C2Nc3ccc(C)cc3[C@H]3OCCC[C@@H]23)cc1Br (stereo partly drawn) | -2% | 2%
O=C(CCNS(=O)(=O)c1ccc2c(c1)CCN2C(=O)C1CC1)N1CCN(c2cccc(Cl)c2)CC1 | ? | -19%
COc1ccc2c(c1)c1c(c(=O)n(-c3ccccc3C)c(=O)n1CC(=O)N1CCCC1)n2C | 13% | -3%
CCOC(=O)C1C(=O)C=C(c2ccc(Br)cc2)CC1c1ccccc1 (stereo not drawn) | -16% | -18%
O=C(CSC1=NS(=O)(=O)c2ccccc2N1Cc1ccccc1)Nc1cccc(Cl)c1 | -8% | -2%
CC(=O)Nc1ccc(-c2csc(NC(C)C)n2)c(F)c1 | -4% | 0%
Oc1cccc(-c2nc(-c3cccs3)c(-c3cccs3)[nH]2)c1 | 23% | -1%
O=C(Nc1cccnc1)c1cc(-c2ccc(Cl)cc2)on1 | 12% | ?
COC(=O)CC1Oc2ccc(C)cc2-n2cc(-c3ccc(F)cc3)nc21 (stereo not drawn) | 16% | -5%
CC1=C(C(=O)OC(C)(C)C)C(c2ccccc2F)C(C#N)=C(N)O1 (stereo not drawn) | 1% | -3%
Cc1ccc(Cl)cc1N1CCN(C(=O)COc2cc(=O)n(C)c3ccccc23)CC1 | ? | -16%
COc1ccc(C(=O)Nc2cc3c(cc2C#N)OCO3)cc1S(=O)(=O)N1CCN(C)CC1 | -7% | 6%
Cc1ccc(C)c(C(NC(=O)C2CCCCC2)c2cccnc2)c1 (stereo not drawn) | -3% | 1%
CCOc1ccccc1NC(=O)c1nc2nc(C)cc(C(F)F)n2n1 | 2% | -4%
O=C(Nc1ccc2oc(-c3cccnc3)nc2c1)c1cccc(OCc2ccccc2)c1 | 6% | -5%
NC(=O)C1(c2ccccc2)CCCC1 | 5% | 14%
Cc1ccc(CNC(=O)N[C@@H](Cc2ccccc2)C(=O)O)cc1 | -1% | 4%
Cc1cc(C(=O)CSc2nc3cc([N+](=O)[O-])ccc3o2)c(C)n1C | 19% | 6%
CC(OC(=O)c1cc(=O)[nH]c2ccccc12)C(=O)N(C)c1ccccc1 (stereo not drawn) | -1% | -1%
O=C(CSc1ccc(Br)cc1)c1ccc(C2CCCCC2)cc1 | -5% | -6%
Cc1cc(SCC(=O)NC2CCCC2)nc2ccccc12 | -13% | -1%
COc1ccc(NC(=O)C2CCCN2S(=O)(=O)c2ccc3c(c2)CCCC(=O)N3)cc1Cl (stereo not drawn) | -2% | 4%
COc1ccc(Cl)cc1NC(=O)N1CCN(Cc2cc(=O)n3nc(-c4ccccc4)sc3n2)CC1 | 3% | ?
COc1ccc(N2CCN(c3nc4ccccc4n4c(C)nnc34)CC2)cc1 | -27% | 1%
Cc1csc2nc(COC(=O)CNC(=O)c3ccccc3Cl)cc(=O)n12 | 7% | 4%

A portion of the library; count on the stated rates, not on these rows.
